FXN GAA850 act = activators of GAA850 frataxin (FXN) promoter; HEK293 lucGAA850 FXN promoter luciferase reporter, 24 h; percent of 10 µM SAHA response; activation, % at 6 µM; 360,000 tested, 0.56% active; AID 540364;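 active means activation above the average of all compounds screened plus 3 SD, cutoff fixed separately per campaign, cut at about 7.5% in these data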;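 further: 0% = DMSO wells and 100% = 10 µM SAHA wells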
DAX1 inh-1 = blocks DAX1 repression of SF-1 activated StAR promoter; AID 652010; 370,000 tested, 1.1% active; inhibition, % at 6.8 µM; HEK293T StAR-luciferase reporter, SF-1/DAX-1 repression relief;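 active means inhibition above the mean over all tested compounds plus 3 SD, cut at about 3.6% in these data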;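 further: 0% = DAX-1 cells with DMSO and 100% = cells lacking DAX-1 with DMSO; higher inhibition means more luminescence from relief of DAX-1 repression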
ADAM17 inh = inhibits human ADAM17 | P78536 | recombinant ADAM17, EDANS/DABCYL FRET peptide cleavage | inhibition, % at 6.95 µM | 370,000 tested, 0.83% active;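 active means inhibition above the mean of compounds lying between control limits plus 3 SD, set per campaign, cut at about 8.5% in these data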;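 further: 0% = DMSO-only wells as the low control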
hgDAF-12 ag = activates the H. glycines DAF-12 receptor ligand-binding domain | activation, % at 6.8 µM | 370,000 tested, 1.8% active | HEK293 GAL4-hgDAF12 UAS-luciferase reporter, agonist luminescence; normalized to butyrate control;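 active means activation above a cutoff set at the mean of all screened compounds plus 3 SD, cut at about 10% in these data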;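 further: 0% = DMSO wells and 100% = sodium butyrate wells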
ssDAF-12 act = activators of S. stercoralis DAF-12 nuclear receptor; HEK293 ssDAF-12/GRIP1 lit1-tk-luc reporter, luminescence; % of 3 µM dafachronic acid response; 370,000 tested, 1% active; AID 652126; activation, % at 6.8 µM;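 active means activation above the mean over all tested compounds plus 3 SD, cut at about 0.9% in these data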;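 further: 0% = DMSO-only wells and 100% = 3 µM delta7-dafachronic acid wells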
ADAM10 inh = inhibits human ADAM10 | O14672 | recombinant ADAM10, EDANS/DABCYL FRET peptide cleavage, 3 h | inhibition, % at 7 µM | 370,000 tested, 0.62% active;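 active means inhibition above a per-campaign cutoff equal to the mean of compounds falling between control-based bounds plus 3 SD, cut at about 20% in these data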;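 further: 0% = DMSO wells while the 100% control is not disclosed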
hcDAF12 agonist = activators of H. contortus DAF-12 nuclear receptor; activation, % at 6.8 µM; 370,000 tested, 1.4% active; HEK293 hcDAF-12 lit1-tk-luc reporter, luminescence; 0% DMSO, 100% Δ7-dafachronic acid;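 active means activation above the mean of all tested compounds plus 3 SD, cut at about 5.5% in these data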;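 further: 100% = response to 3 µM Δ7-dafachronic acid high control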
DAX1 inh-2 = NR0B1 (DAX1) inhibition; P51843; 340,000 tested, 0.99% active; inhibition, % at 6.75 µM; AID 504766; HEK293 Gal4-DAX1 luciferase reporter, luminescence;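 active means inhibition above the mean over all tested compounds plus 3 SD, cut at about 4.2% in these data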;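 further: 0% = DAX1-transfected cells with DMSO and 100% = empty-vector control cells with DMSO; inhibition shows as a rise in luminescence from relieved DAX1 repression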
PLC-beta3 inh = blocks human PLC-beta3 enzyme activity. Purified PLC-beta3, fluorogenic substrate, fluorescence. inhibition, % at 12.2 µM. 370,000 tested, 0.18% active. AID 720704; in the data active means inhibition above about 11%;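 further: 0% = median of compound wells on plate and 100% = full blocker control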
Target sequence (Q01970 whole entry, looked up): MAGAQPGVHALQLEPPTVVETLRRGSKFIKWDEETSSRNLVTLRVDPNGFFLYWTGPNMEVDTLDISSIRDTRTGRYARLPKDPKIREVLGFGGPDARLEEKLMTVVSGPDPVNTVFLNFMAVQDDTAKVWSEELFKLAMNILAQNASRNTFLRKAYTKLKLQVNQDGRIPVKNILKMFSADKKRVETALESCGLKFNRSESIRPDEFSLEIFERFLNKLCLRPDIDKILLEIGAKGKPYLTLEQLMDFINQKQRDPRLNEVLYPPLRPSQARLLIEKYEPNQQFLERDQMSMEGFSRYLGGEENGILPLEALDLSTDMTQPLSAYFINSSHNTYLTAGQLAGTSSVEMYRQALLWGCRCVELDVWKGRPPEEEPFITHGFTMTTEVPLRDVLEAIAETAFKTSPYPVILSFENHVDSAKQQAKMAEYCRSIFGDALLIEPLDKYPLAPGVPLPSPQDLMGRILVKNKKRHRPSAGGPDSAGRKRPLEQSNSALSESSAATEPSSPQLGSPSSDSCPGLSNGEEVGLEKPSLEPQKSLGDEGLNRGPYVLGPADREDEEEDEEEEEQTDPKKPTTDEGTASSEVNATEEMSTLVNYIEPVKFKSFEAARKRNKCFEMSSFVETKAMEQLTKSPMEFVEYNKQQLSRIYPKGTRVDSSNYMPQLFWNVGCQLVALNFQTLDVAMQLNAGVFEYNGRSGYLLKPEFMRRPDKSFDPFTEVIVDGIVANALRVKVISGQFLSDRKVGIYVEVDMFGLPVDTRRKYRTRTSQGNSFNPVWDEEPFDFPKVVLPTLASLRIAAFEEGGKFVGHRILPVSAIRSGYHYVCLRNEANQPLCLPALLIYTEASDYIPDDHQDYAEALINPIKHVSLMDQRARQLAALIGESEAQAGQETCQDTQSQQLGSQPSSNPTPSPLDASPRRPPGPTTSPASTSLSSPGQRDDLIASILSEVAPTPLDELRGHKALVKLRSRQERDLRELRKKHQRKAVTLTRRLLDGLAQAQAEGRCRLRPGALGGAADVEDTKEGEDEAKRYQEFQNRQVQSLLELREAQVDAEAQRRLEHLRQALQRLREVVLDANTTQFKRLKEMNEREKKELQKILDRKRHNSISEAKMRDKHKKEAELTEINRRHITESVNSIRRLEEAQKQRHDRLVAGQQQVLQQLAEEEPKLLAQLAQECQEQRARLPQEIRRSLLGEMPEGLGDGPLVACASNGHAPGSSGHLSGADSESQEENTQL
HGIII-sPLA2 inh = Blocks human group III sPLA2 activity. Q9NZ20. QFRET BODIPY PC-A2 liposome hydrolysis, fluorescence. inhibition, % at 12.2 µM. 370,000 tested, 0.56% active. AID 743126;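 active means inhibition above mean plus 3 SD of compounds lying within the high and low control bounds, cut at about 19% in these data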;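 further: 0% = median of test compound wells and 100% = no enzyme DMSO wells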
PLC-gamma1 inh = blocks human PLC-gamma1 enzyme activity; P19174; purified PLC-gamma1, fluorogenic substrate, fluorescence; inhibition, % at 12.2 µM; 370,000 tested, 0.84% active; in the data active means inhibition above about 9.5%
Active calls of the source: *; x = not tested or not shown.

structure	FXN GAA850 act	DAX1 inh-1	ADAM17 inh	hgDAF-12 ag	ssDAF-12 act	ADAM10 inh	hcDAF12 agonist	DAX1 inh-2	PLC-beta3 inh	HGIII-sPLA2 inh	PLC-gamma1 inh
Cc1cc(-c2n[nH]c(=S)n2/N=C/C(Cl)=C/c2ccccc2)n[nH]1	6.5	-0.1	-1	0.2	-0.5	0	1.0	-2.3	-3	11	-4
CCOC(=O)/C(C#N)=C/c1cccc(C)c1	1.1	0.4	0	-2.3	-1.0	11	2.1	0.5	-3	1	3
O=[N+]([O-])c1ccccc1S(=O)(=O)Nc1cccnc1	0.1	0.1	-4	2.0	-0.4	4	0.8	3.5	0	-2	-2
O=C(CC[C@H]1O[C@@H](n2ccc(=O)[nH]c2=O)[C@H](O)[C@@H]1O)N[C@H](Cc1ccccc1)C(=O)NC1CCCCC1	x	-0.3	4	-2.8	-0.2	-19	-1.1	x	-1	15	1
COc1ccc(C(=O)Nc2cc(C(F)(F)F)ccc2-n2cnc3ccccc32)cc1	-5.2	-0.7	2	0.5	-0.8	2	-1.3	-0.7	1	-10	1
COC(=O)c1cccc(NS(C)(=O)=O)c1C	0.3	0.0	1	0.1	-1.3	16	-0.3	-0.3	2	0	7
CCOC(=O)c1cc2c(n(-c3ccc(C)cc3)c1=O)CCCC2=O	-0.3	0.2	-23	2.6	-1.2	-59	0.8	-0.8	-11	1	-8
Cn1cc(C(=O)c2ccc(Cl)cc2Cl)cc1C(=O)N/N=C(\N)COc1cccc(C(F)(F)F)c1	-1.0	-0.1	7	-0.4	-1.2	18	-2.2	-1.2	7	3	2
Cc1ccc(Cn2c(C)c(C(=O)NCc3ccc(Cl)c(Cl)c3)sc2=O)cc1	-1.4	-0.6	-1	0.7	-1.1	-9	0.0	x	2	3	0
COc1cc(C(=O)Nc2cccc(-c3nc4ncccc4o3)c2C)cc(OC)c1OC	-1.6	-0.1	-5	-1.0	-0.8	-8	-0.1	1.6	1	3	-2
CCOC(=O)c1cc(-c2nnc(-c3ccc(Cl)cc3)o2)c(C)nc1C	-1.7	1.5	-1	0.2	-0.8	-8	0.0	3.5	1	0	-3
Cc1cccc(C)c1OCCCCn1cnc2ccccc2c1=O	-0.1	-0.7	-1	-1.2	-1.0	10	-1.0	-0.1	3	-3	3
O=C1OC[C@H]2CCCC[C@@H](CO)ON12	-0.1	0.1	4	5.8	-1.1	5	0.6	0.6	2	12	9.6*
COc1ccc(-c2cc(C)no2)cc1S(=O)(=O)N1CCCN(Cc2ccc(F)cc2)C1	-0.1	0.0	-1	1.1	-1.4	-2	-2.0	0.5	-3	-18	4
CCN1CCN(C(=O)CN(C)S(=O)(=O)c2cc(C)ccc2OC)CC1	1.6	0.9	-4	-2.5	-1.4	-13	1.0	-0.5	4	0	3
CC(=O)Nc1cccc(Oc2ncnc3scc(-c4ccc(C(C)C)cc4)c23)c1	-1.5	-1.7	2	-9.9	-1.8	4	-2.4	-2.3	-3	7	0
COc1cccc(C(=O)Nc2cc3c(cc2N2CCCC2)n(C)c(=O)n3C)c1	0.3	-3.4	-18	0.9	-1.1	-54	-1.7	-0.2	-96	2	-64
COc1cc(/C=N/NC(N)=S)cc(Br)c1OCc1ccccc1F	-2.4	-2.7	4	-2.6	-2.4	12	-3.1	-2.4	0	5	2
CCOC(=O)C1=C(COC(=O)CCOc2cccc(C)c2)NC(=O)NC1C (stereo not given)	0.1	2.0	0	-1.5	-0.9	-3	-0.3	0.3	-4	-2	0
O=C(NCc1ccncc1)Nc1cccc(Cl)c1	0.3	-0.8	3	-0.5	-1.0	10	-0.3	0.6	9	14	8
COc1nc(N(C)C)nc(N(C)c2cc(Cl)cc(Cl)c2)n1	2.3	0.8	0	-1.2	-1.0	-6	1.1	2.3	1	3	-2
N#Cc1ccc(CN2C(=O)NC3(CCCCCC3)C2=O)cc1	0.3	-0.3	2	-2.0	-1.4	3	1.4	-0.7	-6	0	0
CCSc1nnc(NC(=O)CCc2ccccc2)s1	1.7	0.7	1	0.0	-0.3	-6	1.2	0.1	0	0	3
COc1ccc(C)c2sc(N3CCCC3)nc12	-0.7	-0.7	-4	-1.1	-1.5	-3	-1.4	0.2	0	0	-1
CCCS(=O)(=O)Nc1cc(C(F)(F)F)ccc1OCCOC	-1.2	0.5	-3	-0.3	-1.6	-4	-0.2	0.0	-3	-3	-1
CC1CCN(C(=O)Cn2nc(C(F)(F)F)c3c2CCCC3)CC1	-2.7	0.5	2	-0.6	-1.0	-20	-0.7	-1.0	2	8	4
COc1ccc(CC(=O)NNC(=O)CSc2ccc(C)cc2)cc1	-1.4	0.0	-7	0.7	-1.3	1	-0.3	1.1	-7	-6	-1
CCOC(=O)CNC(=O)CSc1ccc2nnc(-c3ccc(F)cc3)n2n1	0.1	-0.6	-27	0.6	-1.9	-64	-1.0	-0.8	-171	7	-116
CC(=O)NNC(=O)CSc1nnc(-c2ccccc2)c(-c2ccccc2)n1	-0.2	0.1	-3	-0.8	-1.4	3	-0.9	-1.2	-9	-10	-7
Cc1noc(C)c1S(=O)(=O)N1CCC(C(=O)NCCc2ccc(S(N)(=O)=O)cc2)CC1	1.4	0.4	-6	0.7	-0.8	-13	-0.5	0.0	-3	1	1
Cc1n[nH]c(C)c1CN(C)C(=O)c1cc(COc2ccc(F)c(F)c2)on1	2.7	0.3	-1	-0.8	-0.6	0	-1.8	0.4	-7	-4	0
Cc1ccc(C)n1-n1cnc2scc(-c3cccs3)c2c1=O	1.4	-0.4	-6	-1.2	-0.9	3	-1.8	1.2	-5	-8	-8
Cc1cc(C2=CC(=O)C[C@H](c3ccc(F)cc3)C2)ccc1F	0.9	-1.4	8	-3.5	-1.7	-6	0.3	-0.4	0	12	2
CC1CN(c2ccc(Oc3ccccc3)cc2)c2nc3c(c(=O)[nH]c(=O)n3C)n2C1 (stereo not given)	-0.8	-0.3	-3	-0.5	-1.2	5	0.4	3.2	2	0	-2
Cc1ccc(N=C2SCCCN2C(=O)c2ccco2)cc1Cl	3.3	0.4	-3	0.9	-0.3	-10	1.6	1.1	-1	10	-2
CC(=O)NC(Cc1ccccc1)P(=O)(O)O (stereo not given)	x	0.0	0	2.0	-0.8	-1	0.5	x	-2	4	3
COc1ccc(CNS(=O)(=O)c2ccc3c(c2)NC(=O)C(C)S3)cc1 (stereo not given)	-1.2	-0.2	-3	-1.3	-1.0	2	-2.1	0.1	-13	-12	-4
O=C(Cn1nc2ccccc2n1)N/N=C/c1cc(Cl)cc([N+](=O)[O-])c1O	0.7	0.4	0	-0.7	-0.5	4	1.2	0.2	0	0	1
CCOC(=O)[C@]12CCCC=C1N(Cc1ccco1)C(=O)[C@H](CC(=O)NCc1cccs1)C2	x	-0.3	-7	-3.9	-0.9	-14	-1.5	x	-7	-11	-9
FC(F)Oc1ccccc1C1CC(c2ccc(Br)s2)Nc2ncnn21 (stereo not given)	-4.2	0.1	-1	-0.1	-1.3	-1	-0.6	-0.6	-4	-7	-4
O=C(NCc1ccco1)c1cccnc1-c1nc2ccccc2s1	-0.2	-0.1	-7	1.8	-0.2	-25	-0.1	1.3	-10	-1	-19
Cc1cccc(NC(=O)CSc2nnc(-c3ccccc3)n2N)c1C	1.3	-0.2	-2	-1.8	-1.2	0	-1.2	0.2	3	-3	-1
CC(C)(C)c1ccc(C(=O)NN2CCOCC2)cc1	-0.8	-1.8	0	2.1	-1.2	-3	-0.2	-0.3	-5	8	3
CCc1ccc(CCC(=O)Nc2ncc(Cc3ccccc3Cl)s2)o1	4.2	0.9	-1	-1.1	-1.2	2	-2.1	-0.3	0	-17	0
COc1cc(CCC(=O)OCC(=O)Nc2ccccc2C(C)C)cc(OC)c1OC	4.3	-0.1	4	0.8	-1.4	6	-0.9	-0.5	1	5	2
NC(=O)[C@@H]1CC2(CC(c3cccc(NC(=O)COc4ccc(Cl)cc4)c3)=NO2)CN1C(=O)c1ccccc1 (stereo not given in full)	1.5	-0.8	3	-0.9	-1.4	-6	-1.7	-0.6	1	-43	4
CN(c1ccccc1)c1nc(N)c(C#N)c(CC#N)c1C#N	4.3	-1.0	-1	0.7	-0.4	5	-2.5	-0.8	-17	-22	-19
O=C(Cn1c(C(F)(F)F)nc2ccccc21)Nc1ccccc1C(=O)O	0.4	-0.4	-3	0.3	-0.9	-10	-0.8	-1.0	-2	-3	0
Cc1cc(C)c2nc(C)cc(N/N=C/c3ccc(O)cc3)c2c1	0.1	-1.0	-5	0.5	-1.3	-12	0.7	-1.5	-111	-21	-101
CSc1nsc(SCC(=O)Nc2ccc(F)cc2)n1	3.1	0.0	-3	3.7	-0.2	13	3.0	1.6	-8	-6	-1
OCC1(CCc2ccccc2)CCN(Cc2ccc3nsnc3c2)CC1	0.5	0.1	-2	-0.6	-0.8	4	0.5	-0.6	1	-9	-2
COc1ccc(S(=O)(=O)Nc2ccccc2C(=O)N2CCOCC2)cc1Cl	-0.2	2.1	-2	1.5	-1.0	-5	-2.2	0.1	-5	-6	0
O=C1COc2ccc(C(=O)c3ccccc3C(=O)NCc3ccco3)cc2N1	3.6	-0.7	-6	-0.5	-0.8	-2	-1.2	-0.8	0	-1	-1
Cc1cc(-c2nnc(SCC(=O)Nc3nc(-c4ccccc4)cs3)o2)no1	1.9	0.0	0	3.8	-1.0	11	2.4	2.9	-15	-2	-12
Cc1nc(-c2coc3cc(OCC(=O)O)ccc3c2=O)cs1	0.3	-0.3	-9	3.0	-1.2	-27	-1.2	-1.6	-16	3	-12
CCCCCNC(=O)C(=O)C1C(=O)Nc2ccccc21 (stereo not given)	-0.5	-0.2	-7	-0.4	0.6	-11	4.2	2.6	-9	-3	-1
Cc1cc(C)cc(NC(=S)NC2CC3CCCC(C2)N3C2CCCC2)c1 (stereo not given)	2.6	-0.3	-2	2.9	-0.8	-2	1.4	0.8	2	3	2
Cc1ccc(SCC(=O)NNC(=O)C2CCCCC2)cc1	-2.6	-0.3	-5	0.9	-0.6	-1	-0.6	0.1	1	-4	7
O=C(c1ccc(-c2ccccc2)cc1)N1CCN(c2ccccn2)CC1	0.7	0.6	2	-1.9	-1.1	6	-0.3	1.7	-2	-5	-3
CC(=O)c1cccc(NC(=O)NC(C)c2ccc3c(c2)OCO3)c1 (stereo not given)	1.1	-2.4	-4	3.5	-1.2	3	-0.7	-0.8	-7	-4	2

Screens as filed in PubChem.
